Mdm2 ligase inh – Mdm2 E3 ligase (human) inhibition; Q00987; cell-based MDM2 ubiquitination luciferase reporter, 2 h; 0 = plate control, 100 = twice control, blank-subtracted; signal enhancement, % at 5 µM; 210,000 compounds, 0.11% hits; AID 1230;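 active = signal enhancement of 30% or more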;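 note: luminescence tracks abundance of the self-degrading MDM2-luciferase fusion protein; higher signal means inhibition of MDM2 E3 ligase activity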
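Material: stable MDM2–luciferase fusion reporter cells / Quantity: 2000 cells/well / Dosing: single 5 µM compound dose, 0.2% final DMSO / Buffer or medium: DMEM / Schedule: 4 h cell settling then 2 h compound exposure, 37 °C / Detection: luminescence with SteadyLite reagent, 15 min at room temperature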
p97 ATPase inh – human p97 ATPase inhibition. 220,000 compounds, 0.42% hits. recombinant p97 ATPase, Kinase-Glo ATP luminescence, 3 h. P55072. AID 1481. inhibition, % at 8 µM; in the data active = inhibition above about 15%;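 note: 0% = DMSO vehicle and 100% = wells lacking enzyme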
eIF4E 4G PPI – eIF4E/eIF4G interaction inhibition in translation initiation. P63073+Q04637. TR-FRET eIF4E-eIF4GI(517-606) binding, 2 h. inhibition, % at 21.7 µM. 220,000 compounds, 0.37% hits;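 active = inhibition above about 30%, limit read from the data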;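 note: 0% = full FRET control wells and 100% = background wells lacking eIF4GI fragment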
Rad51 HR inh – blocks human Rad51 in homologous recombination; 200,000 compounds, 0.085% hits; hRad51 DNA strand exchange, fluorescence dequenching; inhibition, % at 10 µM; AID 1385;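 active = inhibition above 40% at the single screening dose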;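 note: 0% = DMSO control wells and 100% = blanks with heterologous ssDNA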
Target sequence (Q06609 whole entry, looked up): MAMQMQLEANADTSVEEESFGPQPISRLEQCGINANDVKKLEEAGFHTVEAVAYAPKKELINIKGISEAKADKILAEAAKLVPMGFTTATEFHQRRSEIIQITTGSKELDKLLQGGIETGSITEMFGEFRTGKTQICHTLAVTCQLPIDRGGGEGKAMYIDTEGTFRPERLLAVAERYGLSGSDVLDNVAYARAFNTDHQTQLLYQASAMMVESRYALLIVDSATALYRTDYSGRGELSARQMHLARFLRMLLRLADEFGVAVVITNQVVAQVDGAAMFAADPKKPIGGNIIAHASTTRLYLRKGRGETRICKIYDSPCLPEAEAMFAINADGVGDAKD
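Read-out basis: percent inhibition relative to plate controls and blanks / Assay system: human Rad51 nucleoprotein filaments preassembled on unlabelled ssDNA / Timing: filaments 15 min 37 °C, then compound 30 min / Control set: per-plate controls and blanks / Technique: fluorescence dequenching at 485/520 nm / Compound: 10 µM final, single point / Also added: Fluorescein- and BHQ1-tagged 47-mer duplex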
KLK5 inh – kallikrein 5 (human) inhibition; Q9Y337; recombinant hK5, fluorogenic AMC substrate cleavage; inhibition, % at 5 µM; 210,000 compounds, 0.59% hits;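 active = inhibition of 40% or more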;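 note: 0% = enzyme controls without compound and 100% = no-enzyme blanks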
14-3-3 Bad PPI – disrupts binding of bovine 14-3-3 zeta to phospho-Bad peptide. P63103. inhibition, % at 21.7 µM. AID 781. 220,000 compounds, 0.71% hits. TR-FRET 14-3-3zeta/Dy647-pBad peptide displacement, 1 h;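 active = inhibition above about 70%, limit read from the data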;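 note: 0% = full 14-3-3 plus peptide FRET controls and 100% = background without 14-3-3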
FXIIa inh 1536 – factor XIIa (human) inhibition; P00748; purified FXIIa, Boc-QGR-AMC fluorogenic substrate, 2 h; inhibition, % at 5 µM; 220,000 compounds, 0.3% hits; in the data active = inhibition above about 40%;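 note: 0% = enzyme with no compound and 100% = blank without enzyme; many of its hits are not listed in these tables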
Wee1 stabilizer – inhibitors of human Wee1 degradation. HeLa Luc-Wee1K328M stability, luciferase luminescence; 100% = proteasome inhibitor MG132 effect. reporter increase, % at 5 µM. 220,000 compounds, 1.2% hits. AID 1321;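 active = activation above the mean of all tested compounds plus 3 SD, set per screening run, cut at about 8.8% in these data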;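 note: cells exposed to compound for 20 h before luminescence read; 0% = DMSO alone and 100% = MG132 at 30 µM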
Target sequence (P30291 whole entry K328M): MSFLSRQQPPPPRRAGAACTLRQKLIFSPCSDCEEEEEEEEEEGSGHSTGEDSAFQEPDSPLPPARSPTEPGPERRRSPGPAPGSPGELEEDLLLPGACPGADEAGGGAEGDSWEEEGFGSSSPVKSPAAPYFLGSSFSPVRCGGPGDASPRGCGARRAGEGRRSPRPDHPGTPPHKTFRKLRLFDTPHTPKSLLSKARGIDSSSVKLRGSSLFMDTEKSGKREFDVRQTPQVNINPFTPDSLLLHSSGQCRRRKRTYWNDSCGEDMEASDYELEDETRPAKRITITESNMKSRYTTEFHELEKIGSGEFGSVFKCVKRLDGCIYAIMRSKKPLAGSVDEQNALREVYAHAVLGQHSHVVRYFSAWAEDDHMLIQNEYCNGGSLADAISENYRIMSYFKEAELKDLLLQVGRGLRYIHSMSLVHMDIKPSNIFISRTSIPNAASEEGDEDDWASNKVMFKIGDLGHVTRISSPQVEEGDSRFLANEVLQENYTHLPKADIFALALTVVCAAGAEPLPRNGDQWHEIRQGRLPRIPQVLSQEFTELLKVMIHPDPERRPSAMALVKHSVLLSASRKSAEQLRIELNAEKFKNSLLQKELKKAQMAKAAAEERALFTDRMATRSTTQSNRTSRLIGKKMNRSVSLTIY
FXIa inh – blocks human coagulation factor XIa protease activity; P03951; inhibition, % at 5 µM; 220,000 compounds, 0.14% hits; AID 798; purified FXIa, Boc-Glu-Ala-Arg-AMC fluorogenic substrate;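 active = inhibition of at least 40%; inactive = inhibition below 40%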;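 note: fluorescence of freed AMC excited at 355 nm; 0% = enzyme without compound and 100% = no enzyme blank; many of its hits are not listed in these tables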
Starred values were filed as active, the others as inactive; . = not tested or not shown; [ ] = another dose, or the depositor's remark.

Mdm2 ligase inh	p97 ATPase inh	eIF4E 4G PPI	Rad51 HR inh	KLK5 inh	14-3-3 Bad PPI	FXIIa inh 1536	SMILES	Wee1 stabilizer	FXIa inh
-8	-10	-3[fluorescence artefact?]	-5	-8	-4	2	CN1CCN(Cc2nc3ccccc3c(=O)n2Cc2nc(-c3ccccc3F)cs2)CC1	1	-11
2	2	2[fluorescence artefact?]	0	-25	2	15	CCOC(=O)c1c(NC(=S)Nc2ccc(OC)cc2)sc2c1CCCCC2	0	20
-21	4	-2	-4	-4	37	2	CCC(C)NC(=O)CSc1nc2cc3c(cc2c(=O)n1Cc1ccco1)OCO3 (stereo not drawn)	0	0
.	1	0[fluorescence artefact?]	2	-2	-7[fluorescence artefact?]	5	S=C1NCCOCCOCCOCCOCCN1	0	1
22	.	1	-2	4	2	8	CCC(=O)Nc1cccc(C2=NOC3(C2)C[C@H](C(N)=O)N(C(=O)Cc2ccc([N+](=O)[O-])cc2)C3)c1 (stereo partly drawn)	.	3
-12	3	1	-19	-1	-10	5	CCC(C)NC(=O)Nc1ccc(C)cc1C (stereo not drawn)	-3	0
-9	-7	4	-9	-8	3	-3	O=C1NN(c2ccccc2)C(=O)C2C1C1C=CC2C12CC2 (stereo not drawn)	0	1
9	3	-1	1	2	2	3	COc1ccc(NC(=O)CC(C)(C)C)c([N+](=O)[O-])c1	-1	0
-9	-1	2	6	12	-2	14	CC(OC(=O)/C=C/c1cccs1)C(=O)Nc1ccc(S(N)(=O)=O)cc1 (stereo not drawn)	0	2
8	3	-4	2	4	3	11	CCOCCCN1CC(C(=O)NCCc2ccccc2)CC1=O (stereo not drawn)	0	-48
3	0	0[fluorescence artefact?]	-1	3	6[fluorescence artefact?]	17	CNC(=O)CSc1nc2nc(C)cc(C)n2n1	-2	0
3	0	4	3	-2	6	.	COC(=O)c1ccc(CNC(=O)c2cc3ccccc3oc2=O)cc1	-2	-4
-6	.	-3	2	-2	-5	3	CC(C)C(=O)N1CCC2(CC1)Oc1ccc(Cl)cc1C(=O)C21CC(c2cccnc2)=NO1 (stereo not drawn)	.	-2
2	3	0[fluorescence artefact?]	-2	-17	-6[fluorescence artefact?]	7	O=C(O)CSc1nnc(-c2ccncc2)n1C1CCCCC1	-1	3
-4	1	5	-8	2	61	10	CCOC(=O)C1CCN(Cc2cn[nH]c2-c2ccccc2)CC1	2	-3
-8	3	-2	8	-31	-4	8	CCOC(=O)C1=C(C)C(c2ccc(OC)cc2)NC(=O)N1 (stereo not drawn)	0	2
11	6	-4	-7	2	-7	7	C=CCn1cnc2c(nnn2-c2ccc(OC)c(OC)c2)c1=O	0	-1
-12	-2	0	31	-7	-8	5	Cc1c(C(=O)N2CCCC(C)C2)sc2ncnc(N3CCCCC3C)c12 (stereo not drawn)	0	-2
-5	2	3	0	-8	5	15	CC1CCCN(CC(=O)Nc2cccc([N+](=O)[O-])c2)C1 (stereo not drawn)	-1	7
3	1	-1	-5	-3	3	-12	C(=C\c1ccccc1)/CSc1nnc(-c2cccnc2)o1	-1	-11
20	0	4[fluorescence artefact?]	14	-6	4	7	Cc1nn(C)c(C(=O)N/N=C/c2cccc3ccccc23)c1Cl	-2	-1
-4	11	4	-2	-6	-7	0	O=C(CSc1ccc2c(c1)OCCO2)Nc1cccnc1	-2	-6
-13	.	-18	-3	1	8	5	Cc1cccc(-n2ncc3c(NCc4cccnc4)ncnc32)c1	.	3
2	7	-4	-1	0	5[fluorescence artefact?]	7	CCc1nnc(NC(=O)CN2C(=O)c3ccccc3S2(=O)=O)s1	1	-19
-15	-2	8	-3	-21	-23[fluorescence artefact?]	2	O=C1CC(Sc2nnc(-c3ccccc3)o2)C(=O)N1c1ccccc1 (stereo not drawn)	-2	0
12	8	2	5	-4	16	7	CCOc1cnc(C(=O)NNC(=O)c2ccccc2Br)o1	-1	7
3	2	5	6	1	1	-12	Cc1cccc2cc(C(c3nnnn3C(C)(C)C)N(Cc3ccco3)CC3CCCO3)c(=O)[nH]c12 (stereo not drawn)	-1	-1
-2	2	-6	8	-26	-11	4	Cc1ccccc1NC(=O)c1ccc(OCC(=O)Nc2ccccc2F)cc1	0	0
-17	-2	-1	5	-8	-3	1	Cc1cc(=O)oc2cc(NC(=S)NCc3cccnc3)ccc12	0	-8
-24	5	0	11	-7	-15	6	O=C(CSc1nccc(=O)[nH]1)Nc1ccccc1Sc1ccccc1	1	-4
-1	1	32*	-4	-17	-8	-1	CC12CC3(C)CC(C)(C1)CC(C(=O)NC(=S)N1CCCC1)(C2)C3	0	-7
-7	2	-1	-16	-6	-9	8	Cc1ccc(S(=O)(=O)N2CCN(C(=O)CCC(=O)NCCc3ccc(S(N)(=O)=O)cc3)CC2)c(C)c1	-4	-2
.	-3	3	.	.	0	7	COc1ccc(/C=N/Nc2nc3ccccc3s2)cc1O	7	0
-7	2	0	8	-19	3	-4	C=CCSc1nc2sc3c(c2c(=O)[nH]1)CCC3	1	-5
-6	7	-1	-15	2	-4	12	CN(C)C(=O)CCSc1nnc(-c2ccncc2)o1	7	0
-2	-2	-18	-11	-13	-12	12	CCCn1c(C)cc(C(=O)COC(=O)c2ccc(Cl)c(S(=O)(=O)N3CCCC3)c2)c1C	-1	-8
-13	-6	-2	-13	-130	0	-14	Clc1ccc(-c2cn3cccnc3n2)cc1	5	-18
19	0	12	10	-9	-7	3	C=CCn1cccc(/C=C/C(=O)c2ccc(C(C)(C)C)cc2)c1=S	-3	8
-4	1	-4	-4	-8	-7	16	Cc1nn(Cc2ccccc2)c(C)c1NC(=O)CCC(=O)O	-1	-6
-20	0	-3	-9	-1	12	13	CCn1c(CC(=O)Nc2ccc(C)c(Cl)c2)nnc1SCc1ccc(Cl)c(Cl)c1	-1	3
-1	-6	-8[fluorescence artefact?]	-4	4	39[fluorescence artefact?]	7	O=C(CCC1CCCC1)N1CCC(N2CCN(c3ccccc3)CC2)CC1	2	2
-4	-5	-2	-2	7	-17	-5	O=C(Cc1ncc(C(F)(F)F)cc1Cl)N1CCN(c2cccc(Cl)c2)CC1	-1	0
-8	3	10[fluorescence artefact?]	-3	12	7[fluorescence artefact?]	4	COC(=O)c1cn(C)c2ccc(S(=O)(=O)N3CCCCC3)cc2c1=O	1	0
-6	4	10[fluorescence artefact?]	-1	-14	-5	7	O=C(COC(=O)c1cc(S(=O)(=O)N2CCOCC2)cs1)c1ccccc1	-2	-10
-11	4	-1	-2	-7	21	4	O=C(CSc1nnc(-c2ccc(NS(=O)(=O)c3ccccc3)cc2)o1)NCC1CCCO1 (stereo not drawn)	2	2
-1	5	-2	.	3	1	10	O=C(O)COc1ccccc1/C=N/NC(=O)CSc1nc2ccccc2c(=O)n1-c1ccccc1	-1	3
-9	2	-2	-7	4	-1	12	CCn1cc(Cl)c(C(=O)Nc2cc(C(=O)OC)cc(C(=O)OC)c2)n1	2	4
-9	3	10	2	-5	6	16	Cc1ccccc1OCC1CN(CN2CCOCC2)C(=O)O1 (stereo not drawn)	-3	7
-16	3	4[fluorescence artefact?]	8	-15	-8[fluorescence artefact?]	5	O=C(Nc1nc2ccccc2s1)c1cc(-c2ccccc2)nn1-c1ccccc1	-2	4
-13	4	4[fluorescence artefact?]	-5	-8	-2	14	Cc1ccsc1/C=N/NC(=O)c1cc(-c2ccncc2)nc2ccccc12	2	4

Overlap with the part before: 3 compounds, then new ones.
Mdm2 ligase inh	p97 ATPase inh	eIF4E 4G PPI	Rad51 HR inh	KLK5 inh	14-3-3 Bad PPI	FXIIa inh 1536	SMILES	Wee1 stabilizer	FXIa inh
-9	3	10	2	-5	6	16	Cc1ccccc1OCC1CN(CN2CCOCC2)C(=O)O1 (stereo not drawn)	-3	7
-16	3	4[fluorescence artefact?]	8	-15	-8[fluorescence artefact?]	5	O=C(Nc1nc2ccccc2s1)c1cc(-c2ccccc2)nn1-c1ccccc1	-2	4
-13	4	4[fluorescence artefact?]	-5	-8	-2	14	Cc1ccsc1/C=N/NC(=O)c1cc(-c2ccncc2)nc2ccccc12	2	4
-8	0	-11[fluorescence artefact?]	4	-19	-5	16	CC(C)N1C2OC(C3OC4C(O3)N(C(C)C)S(=O)(=O)N4C(C)C)OC2N(C(C)C)S1(=O)=O (stereo not drawn)	-2	-5
-1	2	2	.	-8	-3	13	CCCOC(=O)CSC1=C(C#N)C(c2ccccc2Cl)CC(=O)N1 (stereo not drawn)	0	1
-9	2	-9	2	-9	-16	8	COCC(C)n1c(C)cc(C(=O)CSc2nnc(N)s2)c1C (stereo not drawn)	2	-1
.	2	1	6	-1	7	6	CCCCc1nc(S(=O)(=O)c2ccc(Cl)cc2)c(N2CCOCC2)o1	1	3
.	3	5	.	.	0	13	COCc1c(C(=O)OCc2c(C)noc2C)oc2ccccc12	5	9
-12	5	-3	1	0	20	12	CCc1nnc(NC(=O)CSc2nc(-c3ccc(F)cc3)cc(-c3ccccc3)c2C#N)s1	-1	22
-16	0	9	-10	-6	-11[fluorescence artefact?]	-6	Cc1cc(C)c(CSc2ncc(-c3ccc([N+](=O)[O-])cc3)[nH]2)c(C)c1	-1	-2
-18	-1	-7	2	-18	-3	1	CCc1nc(SCC#N)c(C#N)cc1C	-1	-3
-11	1	.	-4	-8	.	14	COc1ccc2cc(CN(CCCN3CCOCC3)Cc3nnnn3C3CCCCC3)c(=O)[nH]c2c1	3	5
-1	2	-1	30	3	-18	7	CCCCCOc1ccc(CSc2n[nH]c(C)n2)cc1	4	0
-11	-1	-3	3	-8	-2[fluorescence artefact?]	2	O=C(NC(=S)N(Cc1ccccc1)c1ccccn1)C1CC1	-4	0
-14	6	-12	5	2	-2	8	CCOC(=O)Nc1cc(Br)c2c(c1)OCCO2	3	-7
-17	12	5	11	0	-12	10	COc1ccc(-c2cc(C(=O)O)nc3ccc4ccccc4c23)cc1OC	-3	1
-5	3	1	-1	-5	3	14	Cc1ccccc1Nc1nc(=O)c2cc([N+](=O)[O-])ccc2s1	-2	5
-7	-1	-2[fluorescence artefact?]	-3	-22	-2[fluorescence artefact?]	4	O=S(=O)(NCC(c1cccnc1)N1CCN(c2ccccc2F)CC1)c1cccs1 (stereo not drawn)	0	-3
-6	1	3	17	0	-2	8	COc1ccc(/C=C2\Oc3cc(OC(=O)N4CCOCC4)ccc3C2=O)cc1	5	3
-8	1	1	7	-9	1	-6	O=C(CSc1nnnn1C1CCCC1)N1CCN(C(=O)c2ccco2)CC1	3	-9
-9	-2	5[fluorescence artefact?]	-11	-14	-22[fluorescence artefact?]	7	O=C(NCc1ccc2c(c1)OCO2)C1CCN(Cc2cnn(-c3ccccc3)c2-n2cccc2)CC1	1	4
4	3	3	-1	-6	-18	6	O=c1c2[nH]c3ccc(F)cc3c2nc2n1CCCS2	-4	-1
-5	2	-1	-1	-12	-6[fluorescence artefact?]	10	Cc1ccc(-c2nnc(N(C)C(=O)c3cccnc3)s2)cc1	-1	-2
-15	-5	-1	18	1	3	8	COc1ccc(C(O)P(=O)(OCc2ccccc2)c2ccc(N(C)C)cc2)cc1 (stereo not drawn)	0	3
-17	-3	-2	-10	0	0	9	Cc1[nH]c2ccccc2c1C(C[N+](=O)[O-])c1cccc(O)c1 (stereo not drawn)	-4	3
